DDE Tn6 FP inh – disrupts Tn6 cyclic peptide binding to fibrin D-Dimer-E complex | P02675 | Fibrin DD(E) TRITC-Tn6 fluorescence polarization displacement | inhibition, % at 8.3 µM | 370,000 tested, 0.21% active;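 active = inhibition above a per-campaign cutoff: mean of compounds within control limits plus 3 SD, cut at about 15% in these data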;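 also: 0% = median of all compound wells on the plate and 100% = blocking peptide control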
KLK7 zymogen act – activates the human kallikrein-7 zymogen | P49862 | purified proKLK7, EDANS-DABCYL substrate fluorescence; 100% is mature enzyme control, 0% vehicle | activation, % at 7 µM | 370,000 tested, 0.9% active | AID 652039;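 active = activation above the mean of all tested compounds plus 3 SD, computed per campaign excluding outliers beyond control limits, cut at about 13% in these data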
TCR CD3 inh – inhibitors of human TCR-CD3 interaction | TAMRA-labeled TCR probe fluorescence, biochemical | inhibition, % at 9.4 µM | AID 651800 | 360,000 tested, 0.37% active; in the data active = inhibition above about 19%;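 also: recombinant mutant TCR 2C K166C tagged with TAMRA read by polarization; 0% = receptor in buffer alone and 100% = receptor with positive control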
LEDGF integ inh – blocks HIV-1 LEDGF/p75-dependent DNA integration; TR-FRET IN-LEDGF/p75 DNA integration, Eu/Cy5; inhibition, % at 3.7 µM; 370,000 tested, 0.64% active; AID 743269;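 active = inhibition above the screen-wide mean plus 3 SD, cut at about 13% in these data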;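 also: signal is the Cy5 over europium emission ratio at 671 and 618 nm; 0% = plate median of compound wells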
UHRF1 MBD2 ctr – human UHRF1 methylated DNA binding inhibitors; UHRF1 binding to methylated oligo, TR-FRET; inhibition, % at 4.4 µM; 370,000 tested, 0.75% active; in the data active = inhibition above about 21%;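 also: UHRF1 SRA domain binding a hemimethylated CpG hairpin DNA probe; 0% = median of test compound wells and 100% = reference inhibitor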
TDP2 inh – TDP2 (human) inhibition, absorbance primary screen; 370,000 tested, 0.34% active; recombinant TDP2, T5PNP hydrolysis, p-nitrophenol absorbance 415 nm; inhibition, % at 12.8 µM; O95551;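 active = inhibition above the mean of all tested compounds plus 3 SD, set per campaign, cut at about 25% in these data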;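 also: 0% = DMSO with enzyme and 100% = buffer with substrate but no TDP2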
Target sequence (O95551 whole entry, looked up): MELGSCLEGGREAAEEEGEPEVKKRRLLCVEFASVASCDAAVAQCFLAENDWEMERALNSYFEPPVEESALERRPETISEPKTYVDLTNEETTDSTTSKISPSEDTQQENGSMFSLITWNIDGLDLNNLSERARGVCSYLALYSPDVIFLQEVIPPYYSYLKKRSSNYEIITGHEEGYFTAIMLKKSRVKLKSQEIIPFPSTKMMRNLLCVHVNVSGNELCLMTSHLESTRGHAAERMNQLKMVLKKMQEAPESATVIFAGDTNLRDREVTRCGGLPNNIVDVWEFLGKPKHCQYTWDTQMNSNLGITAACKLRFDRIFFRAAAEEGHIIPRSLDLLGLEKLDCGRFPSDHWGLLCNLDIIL
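Assay system: recombinant human TDP2 / Reagent: T5PNP substrate at 5 mM, a TopII-DNA adduct mimic / Measured by: epi absorbance from released p-nitrophenol / Evaluation: % inhibition relative to enzyme-containing and enzyme-free wells / Control set: enzyme-free and DMSO wells / Replicates: each compound tested once, singlicate / Schedule: enzyme reaction with compound for 2 h at 37 °C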
Tn7 DDE FP – inhibitors of Tn7 peptide binding to human fibrin DD(E); FP displacement of FITC-Tn7 peptide from fibrin DD(E); 0% = median of compound wells per plate; P02675; 370,000 tested, 0.13% active; AID 720508; inhibition, % at 8.3 µM;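 active = inhibition above the mean of compounds falling within the control limits plus 3 SD of them, cut at about 14% in these data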;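 also: 0% = plate median of compound wells and 100% = 10 µM Aha-Tn7 peptide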
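Assay system: human fibrin DD(E) protein / Input: 2 µM fibrin DD(E) / Benchmarks: high control of 10 µM Aha-Tn7 peptide / Measured by: fluorescence polarization of the labelled Tn7 tracer / Medium: Tris buffer with calcium and detergent, pH 7.8 / Timing: 10 min compound pre-incubation, 3 h probe incubation at room temperature / Repeats: one replicate per compound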
SIAE primary – human SIAE inhibition, primary screen; Q9HAT2; SIAE FP-Rh probe binding, fluorescence polarization; inhibition, % at 9.66 µM; 370,000 tested, 0.69% active; AID 1053197;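 active = inhibition above a cutoff: mean of compounds within the control limits plus 3 SD of those, cut at about 17% in these data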;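 also: 0% = plate median of compound wells and 100% = probe without SIAE protein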
Target sequence (Q9HAT2 whole entry, looked up): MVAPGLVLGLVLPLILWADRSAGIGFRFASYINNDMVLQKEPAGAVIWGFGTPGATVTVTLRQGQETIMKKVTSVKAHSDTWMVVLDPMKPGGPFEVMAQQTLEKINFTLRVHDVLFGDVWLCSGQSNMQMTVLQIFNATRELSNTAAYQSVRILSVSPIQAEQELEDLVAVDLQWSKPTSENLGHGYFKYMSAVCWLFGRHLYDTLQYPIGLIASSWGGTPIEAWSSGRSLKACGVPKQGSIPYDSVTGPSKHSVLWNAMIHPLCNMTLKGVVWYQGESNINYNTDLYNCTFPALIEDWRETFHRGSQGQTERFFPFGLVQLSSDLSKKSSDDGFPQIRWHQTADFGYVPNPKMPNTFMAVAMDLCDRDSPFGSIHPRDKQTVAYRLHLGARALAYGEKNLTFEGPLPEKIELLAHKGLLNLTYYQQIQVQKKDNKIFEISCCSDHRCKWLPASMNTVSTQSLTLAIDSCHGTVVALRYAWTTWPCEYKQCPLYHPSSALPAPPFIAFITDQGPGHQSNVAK
MBD2 inh – inhibitors of human MBD2 binding to methylated oligonucleotide | Q9UBB5 | TR-FRET | inhibition, % at 4.4 µM | 370,000 tested, 0.31% active; in the data active = inhibition above about 13%
PRMT1 inh – blocks human protein arginine methyltransferase 1 | Q99873 | recombinant PRMT1, activity-based probe fluorescence polarization | inhibition, % at 2.79 µM | 370,000 tested, 1.3% active | AID 652257;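 active = inhibition above about 21% made by adding two undisclosed values, limit read from the data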
Numbers without * were called inactive. Compounds as they come; about 4.6% have a hit in one of these screens.

SMILES	DDE Tn6 FP inh	KLK7 zymogen act	TCR CD3 inh	LEDGF integ inh	UHRF1 MBD2 ctr	TDP2 inh	Tn7 DDE FP	SIAE primary	MBD2 inh	PRMT1 inh
Cc1cc(C(=O)NN)n[nH]1	-2	-0.1	2	0	-1	2	-6	1	-4	-2
CN1C(=O)C(CC(=O)N2CCN(C(c3ccccc3)c3ccccc3)CC2)N(C)C1=O (stereo not drawn)	1	-0.3	-5	1	6	2	1	-1	2	1
Cc1cc(NC(=O)C(C)Oc2ccccc2)no1 (stereo not drawn)	-1	0.1	1	1	0	3	2	8	0	3
CN(C)c1oc(-c2ccccc2[N+](=O)[O-])nc1C#N	-4	-0.3	1	1	2	-8	-3	12	-1	-1
CCOC(=O)C1=C(C)n2c(s/c(=C3\C(=O)Nc4ccccc43)c2=O)=NC1c1ccc(OC)cc1 (stereo not drawn)	-1	-0.1	-1	-5	-6	3	5	-24	-1	24*
COCCNC(=O)C1CC(c2cccc(F)c2)=NO1 (stereo not drawn)	4	-0.2	3	0	2	5	1	0	6	-1
O=C1CC(N2CCN(c3ccc(F)cc3)CC2)C(=O)N1Cc1ccc(N2CCCC2=O)cc1 (stereo not drawn)	3	0.3	6	0	-1	-5	5	3	2	6
O=C1C2CCCN2C(=S)N1c1ccccc1 (stereo not drawn)	4	0.5	9	-2	-1	1	-3	-6	1	12
O=C(c1ccc(-n2cncn2)c([N+](=O)[O-])c1)N1CCN(S(=O)(=O)c2ccc(F)c(F)c2)CC1	2	0.9	7	0	-1	3	-2	4	0	3
Cc1ccc2nc(-c3ccc(NC(=O)CN(c4ccccc4C)S(C)(=O)=O)cc3)sc2c1	-1	-0.8	6	-2	-2	1	-11	-9	-4	-3
COc1ccc(-c2nsc(SCC(=O)Nc3ccc4c(c3)OCO4)n2)cc1	-4	0.1	-1	-3	4	-4	-6	4	-3	-1
CC1(C)CC(=O)C=C(c2ccc(CO)cc2)C1=O	4	0.1	4	1	0	8	-4	-1	-5	1
Cc1ccc(S(=O)(=O)NC(=O)NN2CC3CCCC3C2)cc1 (stereo not drawn)	-7	-0.2	-9	3	4	-10	-4	1	3	0
O=C(O)c1cc2c(cc1NC(=O)c1c(F)cccc1Cl)OCCCO2	-7	0.5	-8	-6	0	4	-1	-6	2	1
Cc1nc(NCCN2CCOCC2)c2nnn(Cc3c(F)cccc3Cl)c2n1	7	0.4	3	2	4	-5	-10	-2	-1	-2
Cc1ccnc(Nc2ccc(CCO)cc2)n1	12	1.3	3	-1	0	1	1	2	1	-1
NC(=O)c1ccc(NC(=O)CN2CCN(C(=O)c3ccco3)CC2)cc1	-1	-0.1	-5	3	-1	12	0	-5	-1	0
CCn1c(C)nc2cc(C(=O)N/N=C/c3ccccc3)ccc21	-1	-0.1	8	2	0	-1	9	-10	-1	0
CC(=O)Nc1ccc(OC/C=C(\C)Cl)cc1	-9	2.9	-3	2	1	14	-1	-2	3	-3
Cc1cc(Cl)ccc1OC(C)C(=O)OCC(=O)Nc1ccc2[nH]c(=O)[nH]c2c1 (stereo not drawn)	-5	0.0	8	5	-2	3	4	8	-6	-3
CCN(CC)S(=O)(=O)c1ccc(C(=O)NCc2nnc(SCC(=O)OC)n2C)cc1	8	-0.3	-1	-1	0	9	3	10	21*	0
COc1ccc(Cc2c(C(C)(C)C)nc3ccc(Br)cn23)c(C)c1	-3	-0.2	3	-6	0	-5	-3	-6	0	-5
COC(=O)CSc1c(-c2ccccc2)c2cc(Cl)ccc2[nH]c1=O	-3	0.5	2	-2	-1	-3	2	-5	0	-2
CCc1cc2cc(C)cc(C)c2[nH]c1=S	5	-0.3	-12	4	-2	2	-3	8	-2	2
CC1(c2nnc(-c3ccccc3)o2)CC(c2cccnc2)=NO1 (stereo not drawn)	3	-0.1	5	-3	-2	2	0	3	-1	-1
O=C(OCc1cn([C@H]2CN(Cc3cccs3)[C@@H](c3ccccc3)C[C@@H]2O)nn1)c1ccccc1	-3	-0.1	-10	1	2	-6	-3	-6	2	4
CC(=O)Nc1ccc(C(=O)OC2CCOC2=O)cc1 (stereo not drawn)	2	-0.2	-1	-3	6	-8	-1	1	0	5
Cc1ccc(-c2nc(C#N)c(NCCc3ccccn3)o2)cc1	2	0.0	-1	0	0	-3	-1	3	0	-1
O=C(COC(=O)c1ccccc1Cl)NC(=O)NCc1ccccc1	0	-1.4	-7	-1	3	-1	4	-1	0	3
COc1ccc(OC)c(NC(=O)C2(C)CCN2Cc2ccccc2Cl)c1 (stereo not drawn)	-1	0.1	-4	-2	1	-5	-4	7	4	9
CCCc1nc2ccc(Cl)cn2c1Cc1ccsc1	-2	-0.3	-12	4	6	6	9	6	-6	9
CC[N+](CC)(CC)C/C(N)=N/O	5	-0.2	6	-3	-3	-13	3	-3	0	1
CCCCn1c(N)c(N(CC(C)C)C(=O)C2CCN(S(=O)(=O)c3ccc(F)cc3)CC2)c(=O)[nH]c1=O	-4	-0.6	2	-6	3	-14	9	-5	2	3
C(=N\N1CCN(Cc2ccccc2)CC1)/c1ccccc1	-1	0.4	8	3	-3	10	-2	14	0	-1
O=C(Nc1ccc2c(c1)OCCO2)c1ccc(Br)s1	2	0.1	2	-1	1	3	2	0	5	2
Cc1cc(OCC(=O)N2CCOCC2)ccc1[N+](=O)[O-]	-3	-0.2	-1	-5	3	6	-3	-4	2	0
O=C(c1ccco1)N1CCN(C(=O)C2c3ccccc3Oc3ccccc32)CC1	-6	-0.9	5	2	-6	15	2	5	4	0
COc1ccc(N(CC(=O)NC(C)C)C(=O)CCC(=O)Nc2ccccn2)cc1	-2	-0.7	-1	-2	1	-10	-2	-5	1	1
O=C(NCCNC(=O)Oc1cccc2ccccc12)Oc1cccc2ccccc12	-4	-11	0	6	-4	-4	0	0	-3	0
Cc1ccc(NC(=O)c2cc(-c3ccc(C)c(C)c3O)n[nH]2)cc1C	2	-0.5	10	-2	0	8	-3	-72	0	-3
O=C(CNS(=O)(=O)c1ccc(Br)cc1)N1CCN(c2ccc(F)cc2)CC1	-8	0.6	8	2	-1	0	-3	8	3	2
CN1CCC(Oc2ccccc2Sc2ccc(C(F)(F)F)cc2)CC1	-7	-0.2	-2	-1	1	-3	-5	-1	1	-3
CCOC(=O)c1ccc2c(c1)n(CC)c(/C=C/Nc1ccccc1)[n+]2CC	-4	0.4	-6	4	-3	2	1	18*	-4	-6
CCN(CC)c1ccc(O)c(C=Nc2ccc(C)c(C)c2)c1	-3	-6.0	2	0	-4	-3	2	3	0	-2
CC1CCN(CC2C(=O)O[C@@H]3C[C@@]4(C)CCC[C@H](C)C4=C[C@H]23)CC(C)(C)C1 (stereo partly drawn)	-9	-0.5	1	3	0	-5	2	7	-3	-8
C=CCn1c(SCC(=O)c2ccc(O)c(O)c2)nnc1-c1ccccc1OC	2	0.3	5	-6	3	-8	0	4	1	10
COc1ccc(N/C(=N/c2nc(C)cc(C)n2)NC(=O)Nc2ccc(Cl)c(Cl)c2)c(OC)c1	1	0.3	0	0	-1	6	1	1	2	-1
COc1cccc(/C=C/c2ccc3ccccc3n2)c1OC(C)=O	2	-3.7	6	-1	-3	-3	3	-1	-4	-4
CCOC(=O)N1CCN(C(=O)C2CCN(Cc3ccc(O)c(OCC)c3)CC2)CC1	-5	0.1	5	-1	1	4	-1	3	2	1
CC(SCc1cc(=O)n2c([nH]c3ccccc32)c1C#N)C(=O)O (stereo not drawn)	-6	2.3	-2	-2	3	4	-12	5	-1	17

(more compounds)
SMILES	DDE Tn6 FP inh	KLK7 zymogen act	TCR CD3 inh	LEDGF integ inh	UHRF1 MBD2 ctr	TDP2 inh	Tn7 DDE FP	SIAE primary	MBD2 inh	PRMT1 inh
NS(=O)(=O)c1ccc(CCNS(=O)(=O)c2cccs2)cc1	-4	-0.2	-7	-3	-2	10	-4	5	3	4
O=C(CC1C(=O)NCCN1Cc1ccc(-c2ccccc2)cc1)NCc1ccncc1 (stereo not drawn)	-1	-0.3	-7	-1	6	0	4	0	-1	-1
O=C(NCC(F)(F)F)[C@H]1O[C@@H](n2ccc(=O)[nH]c2=O)[C@H](O)[C@@H]1O	-3	0.2	2	1	-3	6	3	14	4	-2
O=c1cc(CSc2nnc(COc3ccccc3)n2-c2ccccc2)c2ccccc2[nH]1	-2	0.3	-1	3	-3	-6	-5	-4	4	-2
CC(C)OC(=O)c1c(N)sc2c1CCCC2	1	-0.8	3	-4	-1	11	11	7	-1	4
COC(=O)C1=C(C)N(C)C(=NCc2ccc(C(F)(F)F)cc2)NC1c1ccc(F)cc1 (stereo not drawn)	-2	-0.3	-12	3	5	-8	0	-7	7	8
Cc1oc(-c2ccccc2F)nc1CS(=O)(=O)CC(=O)NCCCN1CC(C)CC(C)C1 (stereo not drawn)	5	0.4	5	-1	6	-16	-3	4	-2	3
CCCOc1ccc(/C(O)=C2/C(=O)C(=O)N(CCCn3ccnc3)C2c2ccco2)cc1 (stereo not drawn)	3	0.0	15	0	-4	-2	-8	4	-5	-1
CC1(C)CC(NC(=O)COc2ccc(Cl)cc2Cl)CC(C)(C)N1	-4	0.5	1	-1	1	-17	7	4	-6	0
COc1ccc(CN(C(=O)CNC(=O)c2ccco2)C(C(=O)NC2CCCC2)c2ccco2)cc1 (stereo not drawn)	5	-0.1	2	-1	-1	5	-3	5	0	-2
COc1ccc(NC(=S)N2CCC(NC(=O)c3cccc(C)c3)CC2)cc1	-3	0.0	2	-3	-5	29*	2	6	3	-1
Cc1cccc(-n2nc(C)c3c2NC2=C(C(=O)CCC2)C3c2ccccn2)c1 (stereo not drawn)	8	3.0	2	0	-4	-3	4	11	1	4
CCOc1ccc(S(=O)(=O)NCC2(N3CCCCC3)CCCCC2)cc1	-2	0.2	-4	-3	4	2	-1	4	-2	4
COc1ccc2nc(C(F)(F)Cl)c(C#N)c(N)c2c1	3	0.6	10	-1	1	13	3	-2	4	-1
O=[N+]([O-])c1ccc(Oc2ccc(-c3cnc4ccccc4n3)cc2[N+](=O)[O-])cc1	5	0.0	-4	-3	-1	7	5	-5	3	0
Nc1ccc(C(=O)Oc2ccc([N+](=O)[O-])cc2)cc1	0	-0.4	-10	3	5	-20	1	-2	2	10
CC(C(=O)Nc1ccccc1C(=O)O)n1c(C(F)(F)F)nc2ccccc21 (stereo not drawn)	7	0.0	-4	-3	-1	1	9	-5	3	-1

Bioassay records from PubChem.
